# Screens from PubChem.
# HepG2 viability = qHTS for Inhibitors of TGF-b: Cytotox Counterscreen | Potency, µM (highest dose often 46.1 µM), inactives show at the highest dose activity change, negative = cytotoxicity, hits mostly cytotoxic | HepG2 CAGA-GFP viability, ATP luminescence, 18 h | 410,000 tested, 0.76% active; note: potency is the fitted concentration of half-maximal effect; some results filed as inactive show a strong effect at the top dose
#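 HepG2 CAGA-GFP cells (1000/well, DMEM with 1% FBS) received compound, then TGF-beta at 500 pg/mL final, and were incubated 18 hours at 37 degrees C. Viability was read by CellTiter-Glo luminescence. Media-only wells were set as complete cell-killing and DMSO as no toxicity.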
# S2 tox = Viability Counterscreen for Primary qHTS for Inhibitors of ATXN expression. S2 cells (HEK-293 line with an ATXN2-luciferase reporter) viability, CellTiter-Fluor protease fluorescence, 24 h. Potency, µM (top dose mostly 56.7 µM), actives largely listed as cytotoxic. 400,000 tested, 0.49% active. AID 651635, 2014; note: potency is the fitted concentration of half-maximal effect; nearly all actives have a fitted effect of over 40% in size
# KB-3-1 cytotox = qHTS assay for MDR1-selective chemotherapeutics: Primary screen using the parental adenocarcinoma cell KB-3-1 | Potency, µM (titrated, usually from 46.1 µM), inactives show top-dose activity change, negative = cytotoxic, actives largely listed as cytotoxic | AID 1347075, 2019 | 400,000 tested, 1.4% active | KB-3-1 viability, CellTiter-Glo ATP luminescence, 72 h; note: potency is the fitted concentration of half-maximal effect; % is set by controls: 0 for no effect and ±100 for the full control effect; nearly all actives have a fitted effect of over 60% in size
#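 Using CellTiter-Glo luminescence, growth of non-resistant KB-3-1 adenocarcinoma cells is assessed 72 h after pin-tool compound addition at 37 °C. Normalized responses across the concentration series yield fitted curves.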
# HT1080NT lethal = qHTS for induction of synthetic lethality in tumor cells producing 2HG: qHTS for the HT-1080-NT fibrosarcoma cell line. 360,000 tested, 1.6% active. HT-1080-NT fibrosarcoma viability, CellTiter-Glo ATP luminescence, 48 h. AID 686970, 2013. Potency, µM (series often up to 46.1 µM), for inactives: top-dose activity, negative = less viability, actives largely listed as cytotoxic;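 note: NT is the 2HG producing partner of a matched IDH1 knockdown line; potency is the fitted concentration of half-maximal effect; 0% = DMSO-treated cells and -100% = media-only wells without cells; nearly all actives have a fitted effect of over 55% in size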
#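 HT-1080-NT; 750 cells/well; 5% FBS RPMI; 48 h compound, 37 degrees C; CellTiter-Glo luminescence; curve fitting and curve-class assignment.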
# IL1B secr inh = qHTS for Inhibitors of Inflammasome Signaling: IL-1-beta AlphaLISA Primary Screen; activity change, % at 57.5 µM; 360,000 tested, 4.7% active; THP-1 LPS/ATP IL-1B secretion, AlphaLISA, 16 h; active compounds read low; in the data active = activity change below about -50%; inconclusive = mostly about -30% to -49%; note: % is set by controls: 0 for no effect and ±100 for the full control effect
#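 Secreted IL-1B measured by AlphaLISA bead assay after 16 h compound exposure of THP-1 cells; compounds (final up to 57.5 uM) added 1 h before LPS (250 ng/mL) and ATP (1.25 mM) stimulation; lower signal means less secretion.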
# ATXN2 expr inh = Primary qHTS for Inhibitors of ATXN expression. HEK-293 ATXN2-luciferase reporter, luminescence, 24 h. Potency, µM (series often up to 57 µM), for the others: at the highest dose activity change, negative = inhibition, actives largely listed as inhibitors. 360,000 tested, 0.72% active; note: potency is the fitted concentration of half-maximal effect; % is set by controls: 0 for no effect and ±100 for the full control effect; nearly all actives have a fitted effect of over 55% in size
#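 ATXN2-luciferase reporter cells (luciferase flanked by upstream and downstream ATXN2 gene portions) were treated 24 h at 37 °C with compounds at up to 57 uM. SteadyGlo luminescence gave expression; GF-AFC fluorescence gave viability.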
# SW480 rerep = A quantitative high throughput screen for small molecules that induce DNA re-replication in SW480 colon adenocarcinoma cells. SW480 DNA re-replication, Hoechst DNA content imaging, 48 h. 340,000 tested, 1.8% active. AID 624297, 2012. Potency, µM (doses to about 46.1 µM), for the others: at the highest dose re-replication activation, actives largely listed as activators; note: potency is the fitted concentration of half-maximal effect; % of control where 0% means no effect; nearly all actives have a fitted effect of over 55% in size
#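 Image-based DNA-content assay: after two days of treatment, nuclei were labelled with the DNA dye Hoechst and imaged, and hits were compounds raising the count of nuclei showing high fluorescence intensity.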
# HT1080 IDH1KD tx = qHTS for induction of synthetic lethality in tumor cells producing 2HG: qHTS for the HT-1080-IDH1KD cell line; HT-1080 IDH1 knockdown viability, ATP luminescence, 48 h; Potency, µM (doses to about 46.1 µM), without a hit: top-dose activity, negative = toxicity, usual class: cytotoxic; 360,000 tested, 2% active; AID 686971, 2013;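 note: potency is the fitted concentration of half-maximal effect; 0% = DMSO wells and -100% = cell-free medium wells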
#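 Luminescent ATP read-out (CellTiter-Glo, 10 min at room temperature) after 48 h compound exposure at 37 °C gave viability of IDH1-knockdown HT-1080 cells. Activity was normalised to DMSO and cell-free wells, then fitted as concentration-response curves.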
# MCF10A rerep = A quantitative high throughput screen for small molecules that induce DNA re-replication in MCF 10a normal breast cells; MCF 10A DNA re-replication, Hoechst nuclear intensity, 48 h; Potency, µM (series often up to 46.1 µM), inactives show at the top dose activity, positive = re-replication, actives largely listed as activators; 350,000 tested, 2.9% active; note: potency is the fitted concentration of half-maximal effect; % of control where 0% means no effect; nearly all actives have a fitted effect of over 50% in size
# Starred values were filed as active, the others as inactive; i = inactive; ? = inconclusive; . = no result given; & = joins results of further samples; [ ] = dose if it differs, or a comment. Unless noted, calls come from the whole dose curve; as a rule, active = well fitted curve in the direction sought with a large enough effect; inconclusive = small, poorly fitted or top-dose-only effect, or another doubt; inactive = no such curve, though single readings can be large; an effect the other way counts as inactive or inconclusive.
SMILES,HepG2 viability,S2 tox,KB-3-1 cytotox,HT1080NT lethal,IL1B secr inh,ATXN2 expr inh,SW480 rerep,HT1080 IDH1KD tx,MCF10A rerep
O=C(NC1CCCCC1)/C(=N\O)c1ccccn1,-7%,i,0%,8%,0,3%,-21%,-2%,-4%
COc1ccc(NC(=O)Cc2nnc(SCC(=O)Nc3ccc(F)cc3)n2C)cc1,15%,i,-11%,-14%,9,24%,?,-8%,-48%[inhibitor]
Cc1cc(F)ccc1NCc1cccnc1,0%,?,3%,-21%,10,-7%,-4%,-23%,1%
Cc1ccc(/C=C/C(=O)NC(=S)N2CCN(c3ccc(F)cc3)CC2)cc1,9%,i,-11%,7%,-1,2%,-7%,9%,5%
O=[N+]([O-])c1ccc(NC(=S)NCCc2ccccc2)cc1,-24%,i,?,?,-93*,21%[11.3 µM],?,?,?
O=C(NC1CCCN(Cc2ccc(Cl)cc2)C1)c1cccc(F)c1 (configuration not stated),-44%,i,1%,2%,5,-23%,6%,-5%,6%
COc1ccc(NC(=O)COC(=O)CCCc2c[nH]c3ccccc23)cc1OC,8%,i,-4%,5%,27,7%,-14%,8%,2%
O=C(Nc1ccccc1)N1CCN(c2ncccn2)CC1,-25%,i,2%,28%,7,7%,-1%,13%,4%
Cc1ccc(S(=O)(=O)N(C)CCCC(=O)NC(C)(C)CO)cc1,-10%,i,2%,?,-12,5%,-13%,19%,-4%
CC1(C)CC(=O)C2=C(C1)Nc1ccccc1NC2c1ccccn1 (configuration not stated),-2%,i,-1%,13%,25,-16%,?,6%,-32%[inhibitor]
O=C(NC(=S)Nc1ccccc1)c1cncc(C#Cc2ccccc2)c1,-8%,i,22%,-5%,41,13%,5%,-9%,21%
O=C(NCc1ccc(Cl)cc1Cl)C(=O)N1CCCCC1,-6%,i,-5%,0%,-17,2%,2%,-5%,0%
CC(C)(C)NC(=O)C(c1ccncc1)N(C(=O)CNC(=O)c1ccco1)c1ccc2c(c1)OCO2 (configuration not stated),10%,i,2%,11%,-14,7%,-3%,11%,-9%
CC(=O)Nc1ccc(S(=O)(=O)Nc2ccc3c(c2)OCO3)cc1,-29%,i,-1%,-8%,0,-3%,-3%,-10%,6%
COc1cc(NS(=O)(=O)c2ccc(C)c(C)c2)c(OC)cc1Cl,-10%,i,?,-11%,8,-2%,21%,-17%,?
COc1cc(C(=O)Nc2scc(-c3ccccc3)c2C(=O)O)cc(OC)c1OC,-4%,i,9%,0%,-29,-38%,9%,4%,?
COc1ccc(C(C)=O)cc1OCc1ccccc1,5%,i,16%,6%,0,.,.,1%,.
COc1ccc(C(C)=O)cc1CSc1nnc(Nc2ccc(C)cc2C)s1,-28%,i,-8%,-3%,?,3%[11.3 µM],11%,0%,21%
COc1ccc(NC(=O)C2CCCN(C(=O)Nc3ccc(F)cc3)C2)cc1 (configuration not stated),5%,i,5%,4%,-4,13%,2%,-3%,-4%
O=C(CNS(=O)(=O)c1ccc(F)cc1)Nc1ccc(C(F)(F)F)cc1,-13%,i,-6%,1%[9.24 µM],-23,-8%,-3%,-26%,10%

# Only HT1080 IDH1KD tx, IL1B secr inh and MCF10A rerep, for some of the entries so far:
compound | HT1080 IDH1KD tx | IL1B secr inh | MCF10A rerep
CC(=O)Nc1ccc(S(=O)(=O)Nc2ccc3c(c2)OCO3)cc1 | -10% | 0 | 6%
COc1cc(NS(=O)(=O)c2ccc(C)c(C)c2)c(OC)cc1Cl | -17% | 8 | ?

# Later entries
SMILES,HepG2 viability,S2 tox,KB-3-1 cytotox,HT1080NT lethal,IL1B secr inh,ATXN2 expr inh,SW480 rerep,HT1080 IDH1KD tx,MCF10A rerep
Cc1occc1C(=O)N(C)Cc1nc(-c2ccccc2)no1,9%,i,-1%,20%,-11,1%,-11%,9%,-10%
CNC(=O)c1sc(NCc2ccccc2OC)nc1C,13%,i,-1%,13%,2,-7%,-7%,16%,8%
CCC(=O)c1c[nH]c(C(=O)NCCCn2ccnc2)c1,2%,i,1%,14%,22,23%,3%,26%,12%
C[C@@H]1CCC(=O)N(CC[C@H](N=[N+]=[N-])c2ccccc2)CC1,5%&0%,i,0%&-9%,3%,21,14%,-19%,2%,0%
COCCNC(=O)CSc1nc2ccccc2c(=O)n1CCCC(=O)NCc1ccccc1,-7%,i,0%,-1%,-27,1%,3%,7%,0%
Cc1ccc(C(=O)Nc2c(-c3ccc(Cl)cc3)[nH][nH]c2=O)cc1,-4%,i,-3%,2%,-14,-8%,.,3%,.
COc1ccc(C2CC(c3ccc(Br)cc3)=NN2C(=O)CN2CCCC2)cc1 (configuration not stated),-35%,?,1%,?,-62*,?,-144%[inhibitor],?,0%
Cn1cc(CN2CCC(C(=O)Nc3ccc(Oc4ccccc4F)cc3)CC2)cn1,-31%,i,-27%,-14%,-1,0%,-9%,-21%,-30%[inhibitor]
Cc1ccc(N2CCN(C(=O)NCc3noc4ccc(C)cc34)CC2)c(C)c1,-16%,?,-3%,.,.,-3%,.,.,.
CC(=O)OCc1cnc(C)c2oc(=O)c(C(=O)Nc3ccc(F)cc3C)cc12,-6%,i,11%,.,.,6%,.,.,.
O=C(Cn1nc(Cl)nc1Cl)c1ccc2c(c1)OCCO2,-12%,i,-4%,-10%,?,30%,?,0%,?
COCOCCn1cc(CN2CCS(=O)(=O)N(Cc3ccc(-c4ccc(OC)c(OC)c4)cc3)C(CC(C)C)C2=O)nn1 (configuration not stated),6%,?,-2%,-17%,-10,-27%,.,-12%,.
O=C(CC(C(=O)O)c1cccc(Cl)c1Cl)c1ccccc1 (configuration not stated),-16%,i,-2%,1%,18,-21%,0%,12%,-6%
O=C(O)c1cccc(NC(=O)C2CC(=O)N(Cc3ccccc3)C2)c1 (configuration not stated),1%,i,23%,-8%,12,4%,6%,6%,16%
Cc1nc(N2CCCCC2C)c2c(C)c(C(=O)Nc3ccccc3C(F)(F)F)sc2n1 (configuration not stated),-5%,i,-15%,2%,-11,.,-8%,6%,12%
c1ccc2sc(Sc3ncnc4sccc34)nc2c1,-55%,i,-16%,-24%,-79*,7%,?,?,21µM*
CCCCNC(=O)CC(=O)Nc1ccccc1C(=O)O,11%,i,7%,9%,3,6%,-2%[9.22 µM],5%,2%
Cc1c(N)cccc1-n1cccc1,14%,i,4%,11%,28,-14%,-5%,7%,4%
O=[N+]([O-])c1ccc(CN2CC(N3CCN(CCO)CC3)CS2(=O)=O)cc1 (configuration not stated),-13%,i,-2%,2%,20,-6%,.,5%,.
CCCc1cc(=O)[nH]c(SCC(=O)N2CCCc3ccccc32)n1,0%,i,2%,2%,31,9%,0%,5%,0%
O=C(Nc1cc(C(=O)N2CCOCC2)cc(C(=O)N2CCOCC2)c1)c1cc(F)c(F)cc1Cl,6%,i,-7%,17%,26,-5%,-7%,14%,3%
OCCN(CCO)CC(O)Cn1c2ccccc2c2ccccc21 (configuration not stated),-12%,i,-8%,-23%,-4,-15%,?,-2%,1%
CCOC(=O)Cc1csc(NC(=O)CSc2nc3cccnc3n2CC)n1,-20%,i,16%,2%,14,-1%,0%,3%,6%
Cc1ccccc1NC(=O)CSc1ccc(-c2cccnc2)nn1,-11%,i,15%,1%,0,7%,-11%,9%,0%
CCOC(=O)N1CCN(C(=O)C[C@@H]2C[C@@]3(C(=O)OC)CC(C)(C)CC=C3N(CCc3ccc(OC)c(OC)c3)C2=O)CC1,.,.,-14%,7%,?,.,.,9%,.
COc1ccc(NC(=O)CS(=O)(=O)c2cn(CC(=O)N3CCOCC3)c3ccccc23)cc1,0%,i,6%,-5%,-1,4%,7%,2%,-3%
CC[n+]1ccc(C)c2cc(P(=O)(c3ccccc3)c3ccccc3)ccc21,0%,i,2%,-1%,-14,2%,5%,-2%,0%
O=C(CC1CCCC1)Nc1ccc(Br)cc1,-7%,i,0%,1%,-56*,42%[activator],5%,-15%,-1%
O=C(CSC1=NCCS1)c1ccc(Cl)cc1,-3%,i,0%,-24%,-26,-7%,-5%,-21%,13%
Cc1ccc(/C=N/NC(=O)c2cc3ccccc3cc2O)o1,-18%,?,0%,-22%,-9,?,?,-23%,?
CC1(O)CC2CC1C(C(=O)O)C2C(=O)O (configuration not stated),9%,i,12%,15%,12,9%,-4%,14%,-1%
CN1CCN(c2ccc(NC(=O)c3ccc(C(F)(F)F)cc3)cn2)CC1,-1%,i,18%,-1%,?,-8%,-11%,?,1%
CCN(C(=O)CSc1ccc2ccccc2n1)C1CCCCC1,5%,?,?,19%,-69*,4%,3%,19%,?
O=C(CN1C(=O)c2cccc3cccc1c23)Nc1ccccc1C(=O)NCc1ccco1,-32%,i,-4%,-16%,-27,-11%,28%,-23%,21µM*
CC(C(=O)Nc1ccc(F)c(F)c1F)N(C)CC(=O)Nc1ccccc1Br (configuration not stated),-3%,i,2%,-3%,-27,3%,9%,-11%,-6%

# Looked up by structure from above, 5 records:
SMILES,HepG2 viability,S2 tox,KB-3-1 cytotox,HT1080NT lethal,IL1B secr inh,ATXN2 expr inh,SW480 rerep,HT1080 IDH1KD tx,MCF10A rerep
O=C(CN1C(=O)c2cccc3cccc1c23)Nc1ccccc1C(=O)NCc1ccco1,-32%,i,-4%,-16%,-27,-11%,28%,-23%,21µM*
CC1(O)CC2CC1C(C(=O)O)C2C(=O)O (configuration not stated),9%,i,12%,15%,12,9%,-4%,14%,-1%
CCN(C(=O)CSc1ccc2ccccc2n1)C1CCCCC1,5%,?,?,19%,-69*,4%,3%,19%,?
CC(C(=O)Nc1ccc(F)c(F)c1F)N(C)CC(=O)Nc1ccccc1Br (configuration not stated),-3%,i,2%,-3%,-27,3%,9%,-11%,-6%
CN1CCN(c2ccc(NC(=O)c3ccc(C(F)(F)F)cc3)cn2)CC1,-1%,i,18%,-1%,?,-8%,-11%,?,1%
